Bioassay records from PubChem.
ATXN2 expr inh: Primary qHTS for Inhibitors of ATXN expression; AID 1745845, 2022; Potency, µM (series often up to 57 µM), for the others: at the top dose activity change, negative = inhibition, most hits filed as inhibitors; 360,000 compounds, 0.72% hits; HEK-293 ATXN2-luciferase reporter, luminescence, 24 h; also: potency is read from the fitted curve at half-maximal effect; % is scaled to controls: 0 for no effect and ±100 for the full control effect; nearly all actives have a fitted effect of over 55% in size
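qHTS (up to 57 uM final) was run with 24 h compound exposure of reporter cells at 37 °C. Each well was multiplexed: SteadyGlo luminescence measured ATXN2-luciferase expression after a fluorogenic Gly-Phe-AFC viability readout (25 uM final).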
MCF10A rerep: A quantitative high throughput screen for small molecules that induce DNA re-replication in MCF 10a normal breast cells; MCF 10A DNA re-replication, Hoechst nuclear intensity, 48 h; Potency, µM (titrated, usually from 46.1 µM), without a hit: at the highest dose activity, positive = re-replication, usual class: activators; 350,000 compounds, 2.9% hits; also: potency is read from the fitted curve at half-maximal effect; % of control where 0% means no effect; nearly all actives have a fitted effect of over 50% in size
SW480 rereplic: A quantitative high throughput screen for small molecules that induce DNA re-replication in SW480 colon adenocarcinoma cells. SW480 DNA re-replication, Hoechst DNA content imaging, 48 h. Potency, µM (series often up to 46.1 µM), for inactives: at the top dose re-replication activation, actives largely listed as activators. 340,000 compounds, 1.8% hits; also: potency is read from the fitted curve at half-maximal effect; % of control where 0% means no effect; nearly all actives have a fitted effect of over 55% in size
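Treated cells incubate 48 hr (37 C, 5% CO2), are stained 40 min with Hoechst, and nuclear fluorescence is enumerated; a rise in nuclei with high DNA signal marks re-replication.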
HepG2 viability: qHTS for Inhibitors of TGF-b: Cytotox Counterscreen; HepG2 CAGA-GFP viability, ATP luminescence, 18 h; Potency, µM (doses to about 46.1 µM), for inactives: top-dose activity change, negative = cytotoxicity, hits mostly cytotoxic; 410,000 compounds, 0.76% hits; also: potency is read from the fitted curve at half-maximal effect; some results filed as inactive show a strong effect at the top dose
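HepG2 CAGA-GFP cells (1000/well, DMEM with 1% FBS) received compound, then TGF-beta at 500 pg/mL final, and were incubated 18 hours at 37 degrees C. Viability was read by CellTiter-Glo luminescence. Media-only wells were set as complete cell-killing and DMSO as no toxicity.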
S2 tox: Viability Counterscreen for Primary qHTS for Inhibitors of ATXN expression. 400,000 compounds, 0.49% hits. S2 cells (HEK-293 line with an ATXN2-luciferase reporter) viability, CellTiter-Fluor protease fluorescence, 24 h. Potency, µM (highest dose often 56.7 µM), hits mostly cytotoxic. AID 651635, 2014; also: potency is read from the fitted curve at half-maximal effect; nearly all actives have a fitted effect of over 40% in size
IL1B secr inh: qHTS for Inhibitors of Inflammasome Signaling: IL-1-beta AlphaLISA Primary Screen. THP-1 LPS/ATP IL-1B secretion, AlphaLISA, 16 h; hits give low values. activity change, % at 57.5 µM. 360,000 compounds, 4.7% hits. AID 743279, 2014; in the data active = activity change below about -50%; inconclusive = mostly about -30% to -49%; also: % is scaled to controls: 0 for no effect and ±100 for the full control effect
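THP-1 cells pretreated 1 hr with compounds (up to 57.5 uM final), then stimulated with LPS (250 ng/mL final) plus ATP (1.25 mM final); secreted IL-1B measured by AlphaLISA after 16 hr, decreased signal indicating inhibition.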
HT1080 IDH1KD tx: qHTS for induction of synthetic lethality in tumor cells producing 2HG: qHTS for the HT-1080-IDH1KD cell line. HT-1080 IDH1 knockdown viability, ATP luminescence, 48 h. Potency, µM (series often up to 46.1 µM), for inactives: at the highest dose activity, negative = toxicity, most hits filed as cytotoxic. 360,000 compounds, 2% hits. AID 686971, 2013;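 also: potency is read from the fitted curve at half-maximal effect; 0% = DMSO wells and -100% = cell-free medium wells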
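After a 2 h attachment period, IDH1KD HT-1080 cells took pin-transferred compound for 48 h at 37 °C; ATP-based luminescence after 10 min room-temperature reagent incubation reported viability.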
KB-3-1 cytotox: qHTS assay for MDR1-selective chemotherapeutics: Primary screen using the parental adenocarcinoma cell KB-3-1; KB-3-1 viability, CellTiter-Glo ATP luminescence, 72 h; Potency, µM (series often up to 46.1 µM), for the others: at the top dose activity change, negative = cytotoxic, actives largely listed as cytotoxic; 400,000 compounds, 1.4% hits; AID 1347075, 2019; also: potency is read from the fitted curve at half-maximal effect; % is scaled to controls: 0 for no effect and ±100 for the full control effect; nearly all actives have a fitted effect of over 60% in size
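Screening of KB-3-1 cells (DMEM, 10% FBS, phenol-red free) ran from lowest to highest compound concentration; after 72 h at 37 °C viability was read luminescently and curves fitted.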
HT1080NT lethal: qHTS for induction of synthetic lethality in tumor cells producing 2HG: qHTS for the HT-1080-NT fibrosarcoma cell line. Potency, µM (top dose mostly 46.1 µM), inactives show at the highest dose activity, negative = less viability, hits mostly cytotoxic. 360,000 compounds, 1.6% hits. HT-1080-NT fibrosarcoma viability, CellTiter-Glo ATP luminescence, 48 h;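 also: NT is the 2HG producing partner of a matched IDH1 knockdown line; potency is read from the fitted curve at half-maximal effect; 0% = DMSO-treated cells and -100% = media-only wells without cells; nearly all actives have a fitted effect of over 55% in size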
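Read-out is CellTiter-Glo luminescence after 10 minutes at room temperature, following 48 hours' compound treatment of HT-1080-NT cells (750 cells/well, RPMI, 5% FBS, 37 degrees C).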
An asterisk follows results filed as active; i = inactive; ? = inconclusive; . = no result given; [ ] = dose if it differs, or a comment. Unless noted, calls follow the shape of the dose curve; as a rule, active = well fitted curve in the direction sought with a large enough effect; inconclusive = small, poorly fitted or top-dose-only effect, or another doubt; inactive = no such curve, though single readings can be large; an effect the other way counts as inactive or inconclusive. Rows are unselected (roughly 8.9% active in at least one column).

no.	Molecule	MCF10A rerep	HT1080 IDH1KD tx	SW480 rereplic	S2 tox	HepG2 viability	HT1080NT lethal	ATXN2 expr inh	KB-3-1 cytotox	IL1B secr inh
1	CN(C)C(=O)CCc1ccc2c3c([nH]c2c1)[C@]1(CCC2CCCC2)[C@@H](C(=O)N2CCOCC2)C[C@H](CC(=O)NC(C)(C)C)C(=O)N1CC3	8%	0%	8%	i	-11%	0%	3%	-5%	-6
2	CCc1ccc(NS(=O)(=O)c2ccc3[nH]cc(C(=O)NCCc4ccccc4)c(=O)c3c2)cc1	.	.	.	i	0%	.	30%	7%	.
3	CCOc1ccc(NC(=O)Cn2cc(C(=O)c3ccccc3)c(=O)c3cc4c(cc32)OCCO4)cc1	.	.	.	i	4%	.	2%	-1%	.
4	CCc1nc2ccc(C(=O)N3CCN(C(=O)c4ccco4)CC3)cn2c1N(C)Cc1cccs1	.	17%	.	i	-8%	2%	-6%	0%	20
5	CC[C@H](C)[C@@H]1OC(=O)[C@@H](C)[C@@H](CC)NC(=O)[C@H](C)N(C)C(=O)C(C)(C)C(=O)C(C)NC(=O)[C@H](Cc2ccccc2)N(C)C(=O)[C@H](C(C)C)N(C)C(=O)CNC(=O)[C@H](CC(C)C)N(C)C(=O)CNC1=O (some centres not stated)	.	0.92µM*	.	?	5%	1.3µM*	-37%	1.2µM*	-29
6	COc1ccc(C(=O)C2CCCN(Cc3cccc4c3OCO4)C2)cc1OC (configuration not stated)	26%	-24%	8%	i	-23%	?	.	-4%	-7
7	Cn1c(CNC(=O)C(C)(C)C)nc2ccccc21	-1%	17%	-10%	i	4%	15%	7%	13%	-9
8	Cc1onc(-c2ccccc2)c1C(=O)Nc1ccc(Br)cc1Cl	?	-7%	-2%	i	0%	-8%	-26%	.	-2
9	CCn1c(CC(=O)Nc2ccc(C)c(Cl)c2)nnc1SCC(=O)Nc1nc(C)cs1	-2%	-24%	13%	?	-51%	-18%	?	-4%	20
10	CNc1nc(CC(C)=O)ns1	?	11%	-12%	i	9%	11%	4%	7%	5
11	CCN(CC)CCCC(C)NC(=O)c1c(NC(=O)c2ccccc2)sc2c1CCCC2 (configuration not stated)	4.6µM*	?	?	i	-38%	?	-23%	-3%	.
12	CCCc1nc2oc3ccccc3c(=O)c2c(=O)n1CCCOC	?	-2%	-65%[inhibitor]	i	-51%	-3%	-9%	0%	8
13	Cc1ccc(S(=O)(=O)N2CCC(C(=O)OCC(=O)N3CCCC(C)C3)CC2)cc1C (configuration not stated)	2%	0%	0%	i	7%	2%	3%	-6%	18
14	COc1cccc(NC(=O)C2CCN(S(=O)(=O)c3ccc4c(c3)C(C)(C)C(=O)N4C)CC2)c1	0%	-3%	-2%	i	-4%	2%	-1%	13%	17
15	O=C(Nc1ccc2snnc2c1)N1CCCCC1	-7%	4%	?	i	-6%	-4%	22%	0%	-15
16	Cc1cc(C(=O)Nc2cccc(C(F)(F)F)c2)c2c(C)nn(-c3cccc(F)c3)c2n1	.	.	.	?	-25%	.	?	18µM*	.
17	CCN(CC)S(=O)(=O)c1ccc(N2CCOCC2)c(NC(=O)c2ccccc2)c1	1%	1%	-3%	i	1%	12%	6%	9%	-2
18	CCNC(=O)NC1(C(=O)Nc2ccc3c(c2)OCCO3)CCCCC1	-3%	8%	0%	i	-1%	13%	-2%	4%	25
19	CCSc1nc(N)c(NC(=O)c2ccc(Br)o2)c(=O)[nH]1	-1%	11%	-8%	i	1%	-2%	-7%	1%	i
20	O=C1C2CC=CCC2C(=O)N1c1ccc(N2CCN(c3ccccn3)CC2)c([N+](=O)[O-])c1 (configuration not stated)	8%	2%	-4%	i	-124%	?	-12%	-6%	6
21	COc1ccc2c(c1)CC(C(=O)Nc1ccc(OC)cc1OC)CO2 (configuration not stated)	.	.	.	i	-13%	.	-7%	-5%	.
22	O=C(CN(Cc1ccco1)C(=O)CNS(=O)(=O)c1ccc(Cl)cc1)NCc1ccc(F)cc1	-7%	-1%	-2%	i	-20%	-13%	2%	-15%	-17
23	O=C(NC1CCCC1)C1c2ccccc2OCC(=O)N1Cc1ccc2c(c1)OCO2 (configuration not stated)	.	2%	.	i	.	15%	10%	-6%	-4
24	COc1ccc(Cl)cc1NS(=O)(=O)c1c(C)[nH]c(C)c1C(=O)N1CCCCC1	-3%	5%	7%	i	-10%	7%	.	0%	17
25	Oc1c(C(Nc2cccc(C(F)(F)F)c2)c2cccnc2)ccc2cccnc12 (configuration not stated)	?	?	?	i	-53%	-15%	?	0%	38
26	COC(=O)[C@H](CCSC)NC(=O)Nc1ccc(C)cc1C	-11%	5%	-7%	i	-2%	10%	-7%	13%	5
27	CC1(C)NC(=O)N(CC(=O)Nc2cc(C(F)(F)F)cc(C(F)(F)F)c2)C1=O	0%	0%	-15%	i	-5%	4%	1%	21%	10
28	Cc1nn(Cc2ccc(Cl)cc2)c(C)c1NC(=O)c1cc(-c2ccc3c(c2)OCO3)on1	4.6µM*	.	?	?	-70%	.	?	4.1µM*	-24
29	CCC1=[N+](CC(=O)c2ccc(C)cc2)CCn2cccc21	?	-9%	24%	i	7%	-15%	16%	2%	-3
30	CNC(=O)NC(=O)C(C)Oc1ccccc1F (configuration not stated)	-2%	2%	-5%	i	-11%	13%	-14%	1%	-10
31	Cn1c(=O)c2cc3ccccc3nc2n(C)c1=O	?	11%	2%	i	-40%	13%	4%	-14%	-10
32	O=C(NC(=S)Nc1cccc2cccnc12)c1ccccc1	16%	3%	-5%	i	4%	-4%	0%	-1%	15
33	COc1ccc(CNC(=O)CCS(=O)(=O)c2ccc3c(c2)NC(=O)C(C)S3)cc1 (configuration not stated)	-3%	-8%	15%	i	-3%	-4%	-7%	0%	46
34	Cc1[nH]n(-c2ccccc2)c(=O)c1N=Nc1ccccc1C(=O)O	27%	7%	-16%	?	-9%	0%	.	-1%	31
35	CCOc1ccc(C(C)NC(=S)NC2CCCCC2)cc1OCC (configuration not stated)	-1%	4%	-3%	?	2%	2%	-32%	7%	5
36	CN1CCN(CCCCOc2cccc3ccccc23)CC1	?	?	?	i	-16%	-3%	-10%	-13%	?
37	Cc1nn2c3ccccc3n(Cc3ccccc3)c2nc1=O	-4%	0%	-7%	i	-6%	0%	-6%	17%	-15
38	Cc1sc2ncnc(N3CCC(C(=O)Nc4nc(-c5ccc(F)cc5)cs4)CC3)c2c1C	26%	-22%	-3%	i	-25%	-2%	1%	?	14
39	O=S1(=O)CCN(Cc2ccc(Cl)c(Cl)c2)CC1	0%	1%[9.24 µM]	-2%	i	1%	-1%	0%	-7%	17
40	O=C(CN1C(=O)NC(Cc2c[nH]c3ccccc23)C1=O)Nc1ccc(F)c(F)c1F (configuration not stated)	-8%	3%	-19%	.	-12%	1%	.	1%	-14
41	CN(Cc1cc2ccccc2[nH]c1=O)C(=O)C1CCCCC1	-1%	2%	2%	i	-4%	5%	5%	-9%	31
42	CCc1nc(CN2CCN(c3cc(C(F)(F)F)ccn3)CC2)c(C)[nH]1	20%	-2%	-19%	i	-25%	-14%	-39%	-25%	0
43	Cc1ccc(N(CC(=O)Nc2cccc(Cl)c2C)S(=O)(=O)c2c(C)noc2C)cc1	.	.	.	?	-31%	.	?	?	.
44	COc1ccc(NC(=O)c2oc3ccccc3c2NC(=O)Cc2ccc(F)cc2)c(OC)c1	.	.	.	i	-4%	.	-4%	4%	.
45	COc1cccc(OC)c1OCCCN1CCC(Cc2ccccc2)CC1	13%	?	-3%	i	-16%	-24%	-12%	-17%	-65*

In the list so far, 8 contain an NH in an aromatic ring.
no.	Molecule	MCF10A rerep	HT1080 IDH1KD tx	SW480 rereplic	S2 tox	HepG2 viability	HT1080NT lethal	ATXN2 expr inh	KB-3-1 cytotox	IL1B secr inh
1	CN(C)C(=O)CCc1ccc2c3c([nH]c2c1)[C@]1(CCC2CCCC2)[C@@H](C(=O)N2CCOCC2)C[C@H](CC(=O)NC(C)(C)C)C(=O)N1CC3	8%	0%	8%	i	-11%	0%	3%	-5%	-6
2	CCc1ccc(NS(=O)(=O)c2ccc3[nH]cc(C(=O)NCCc4ccccc4)c(=O)c3c2)cc1	.	.	.	i	0%	.	30%	7%	.
19	CCSc1nc(N)c(NC(=O)c2ccc(Br)o2)c(=O)[nH]1	-1%	11%	-8%	i	1%	-2%	-7%	1%	i
24	COc1ccc(Cl)cc1NS(=O)(=O)c1c(C)[nH]c(C)c1C(=O)N1CCCCC1	-3%	5%	7%	i	-10%	7%	.	0%	17
34	Cc1[nH]n(-c2ccccc2)c(=O)c1N=Nc1ccccc1C(=O)O	27%	7%	-16%	?	-9%	0%	.	-1%	31
40	O=C(CN1C(=O)NC(Cc2c[nH]c3ccccc23)C1=O)Nc1ccc(F)c(F)c1F (configuration not stated)	-8%	3%	-19%	.	-12%	1%	.	1%	-14
41	CN(Cc1cc2ccccc2[nH]c1=O)C(=O)C1CCCCC1	-1%	2%	2%	i	-4%	5%	5%	-9%	31
42	CCc1nc(CN2CCN(c3cc(C(F)(F)F)ccn3)CC2)c(C)[nH]1	20%	-2%	-19%	i	-25%	-14%	-39%	-25%	0
